phage Ecoli inh: E. coli growth loss with phage present. growth absorbance. inhibition, % at 11.9 µM. hit rate 0.26% among 360,000; in the data active = inhibition above about 11%
Mot1-301 SUMO: SUMOylation pathway inhibition by Mot1-301 growth rescue; S. cerevisiae Mot1-301 growth rescue, ATP luminescence, 38.5C; percent above DMSO median, 100 means doubled; hit rate 1% among 320,000; growth rescue, % at 18.8 µM;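 active = every valid replicate shows activation above 250% relative to neutral control wells; inactive = the rest, any valid replicate at or below 250%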;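 note: OY570 slx delta 5 strain wells were the positive control but not used for scaling; some compounds called inactive have numbers as strong as hits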
PKA-R1A activ: activators of PKA-R1A complex; P00514+P68181; PKA-R1A dissociation, Cy5-IP20 fluorescence polarization; scaled: DMSO 0%, 113 µM cGMP 100%; activation, % at 11.4 µM; hit rate 0.083% among 340,000;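 active = percent activation above the mean of all tested compounds plus 3 SD, cut at about 19% in these data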;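 note: higher means more PKAc released from R1A so a rise in polarization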
AddAB inh: less growth of phage-infected E. coli with AddAB. E. coli expressing H. pylori AddAB, absorbance growth. inhibition, % at 11.9 µM. hit rate 0.29% among 330,000; in the data active = inhibition above about 12%;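 note: 0% = vehicle wells of infected cells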
HTR5A ag: counter-screen for OPRM1-OPRD1 agonists: human HTR5A agonism; HTR5A agonist assay, luminescence, cell-based; activation, % at 9.3 µM; hit rate 0.61% among 340,000; AID 504692; in the data active = activation mostly above about 9.5%, no sharp cut-off; inactive = mostly below about 7.6%;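 note: 0% = cells with vehicle only and 100% = reference agonist; strong numbers were not always called active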
Target sequence (P47898 whole entry, looked up): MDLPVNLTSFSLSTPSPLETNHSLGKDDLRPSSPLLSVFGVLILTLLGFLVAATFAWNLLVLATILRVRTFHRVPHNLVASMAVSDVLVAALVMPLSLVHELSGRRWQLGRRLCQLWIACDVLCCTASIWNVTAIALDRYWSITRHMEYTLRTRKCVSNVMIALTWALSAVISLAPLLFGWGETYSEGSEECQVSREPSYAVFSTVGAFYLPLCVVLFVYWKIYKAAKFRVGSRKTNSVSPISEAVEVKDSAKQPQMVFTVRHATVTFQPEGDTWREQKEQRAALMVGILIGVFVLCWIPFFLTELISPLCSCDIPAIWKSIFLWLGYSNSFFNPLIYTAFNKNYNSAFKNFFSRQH
PKA-R2B act: PKA-R2B complex activation. PKA-R2B holoenzyme dissociation, Cy5-IP20 fluorescence polarization; R2B truncated from residue 108, S112A mutant; 0% DMSO only, 100% 113 µM cGMP. activation, % at 11.4 µM. AID 504700. hit rate 0.079% among 340,000;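 active = activation above a cutoff set at the mean over all compounds plus 3 SD, cut at about 18% in these data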;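 note: higher means more holoenzyme dissociation and a rise in polarization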
Tat transport: blocks Tat-dependent protein export in E. coli; E. coli MC4100 TorA-mCherry Tat export, fluorescence; inhibition, % at 10 µM; hit rate 0.036% among 340,000;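 active = mean replicate inhibition at least 50% and at least half of replicates individually reaching 50%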;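 note: exported cargo escapes ClpAP degradation while cytoplasmic cargo is degraded and loses fluorescence; 0% = median of neutral control wells and 100% = median of NaSCN control wells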
CDK5 inh: blocks human CDK5/p35 kinase activity | inhibition, % at 10 µM | Recombinant CDK5/p35, ADP-Glo luminescence, 60 min | Q00535+Q15078 | hit rate 0.01% among 330,000;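 active = highest replicate inhibition of at least 50% and at least 75% of replicates reaching 50%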;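 note: plate controls were DMSO neutral control for no effect and GW8510 at 10 µM for full effect; many of its hits are not listed in these tables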
HTR5A inv ctr: counter-screen for OPRM1-OPRD1 inverse agonists: human HTR5A inverse agonism; HTR5A cell line, luminescence; inhibition, % at 9.3 µM; hit rate 0.083% among 340,000; in the data active = inhibition mostly above about 23%, no sharp cut-off; inactive = mostly below about 18%;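 note: 0% = cells with DMSO and 100% = no-cell wells with DMSO; some compounds called inactive have numbers as strong as hits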
E coli growth: counter-screen for AddAB inhibitors: E. coli growth inhibition; E. coli V3065 growth, OD600 absorbance, 18 h; inhibition, % at 11.9 µM; AID 449728; hit rate 0.27% among 330,000;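 active = inhibition above the campaign's mean inhibition across all tested compounds plus 3 SD, cut at about 9.9% in these data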;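 note: uninfected addAB+ strain grown without phage in ampicillin broth; 0% = DMSO wells and 100% = ciprofloxacin 0.95 µg/ml wells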
DAGLB inhibitor: blocks human DAGLB lipase activity; Q8NCG7; HEK293T DAGLB membrane lysate, EnzChek fluorogenic substrate; inhibition, % at 5.17 µM; hit rate 0.059% among 340,000; AID 504411; in the data active = inhibition above about 34%;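 note: 0% = enzyme with vehicle and 100% = wells lacking enzyme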
Target sequence (Q8NCG7 whole entry, looked up): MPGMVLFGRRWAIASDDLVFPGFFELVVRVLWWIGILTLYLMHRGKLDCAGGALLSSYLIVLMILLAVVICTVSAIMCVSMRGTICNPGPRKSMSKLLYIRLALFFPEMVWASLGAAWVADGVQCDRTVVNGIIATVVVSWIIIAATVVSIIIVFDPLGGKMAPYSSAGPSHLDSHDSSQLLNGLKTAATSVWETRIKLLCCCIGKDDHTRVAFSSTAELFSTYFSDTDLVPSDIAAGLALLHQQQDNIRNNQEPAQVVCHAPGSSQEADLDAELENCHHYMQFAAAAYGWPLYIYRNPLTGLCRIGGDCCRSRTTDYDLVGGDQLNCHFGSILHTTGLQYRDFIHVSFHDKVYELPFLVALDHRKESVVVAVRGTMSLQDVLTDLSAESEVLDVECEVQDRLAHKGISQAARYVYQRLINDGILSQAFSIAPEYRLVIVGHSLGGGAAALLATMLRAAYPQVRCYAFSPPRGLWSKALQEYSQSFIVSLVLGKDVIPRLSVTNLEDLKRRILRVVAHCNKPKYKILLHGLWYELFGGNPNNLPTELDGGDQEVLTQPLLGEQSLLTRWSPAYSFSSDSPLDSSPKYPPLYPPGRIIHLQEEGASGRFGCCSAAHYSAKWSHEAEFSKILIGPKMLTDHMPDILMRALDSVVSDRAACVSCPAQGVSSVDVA
* marks the source's active call; other numbers are inactive results; x = no result given; + = active, no number. Random draw from the library. About 2.3% of those tested had a hit in this group.

SMILES | phage Ecoli inh | Mot1-301 SUMO | PKA-R1A activ | AddAB inh | HTR5A ag | PKA-R2B act | Tat transport | CDK5 inh | HTR5A inv ctr | E coli growth | DAGLB inhibitor
O=C(CC1CCCCC1)NCc1cn2ccsc2n1 | 2.9 | 3 | -8 | 1.7 | -2 | 4 | -4 | -2.4 | 17 | 0.3 | 1
Cc1ccc2cc(CN(Cc3ccco3)C(=O)c3ccccc3)c(=O)[nH]c2c1C | 2.2 | -9 | -8 | 1.4 | -4 | -2 | -12 | -1.5 | 13 | 0.1 | 4
O=Cc1ccc(N2CCCCCC2)cc1 | 0.8 | -6 | 7 | 1.9 | 1 | -1 | -4 | -1.8 | 3 | 1.6 | -2
COc1ccc(-c2csc3ncnc(NCCO)c23)cc1 | 0.7 | 6 | -3 | 1.9 | 1 | -1 | 0 | -3.6 | -4 | -1.0 | -2
C=CCN(CC=C)Cc1c(C)[nH]c2ccc(C(=O)OCC)cc2c1=O | 3.3 | 12 | -2 | -0.4 | -2 | -9 | -3 | 1.1 | -1 | -3.4 | 2
CC(C)c1nc2ccccc2n1CC(O)COC1CCCCC1 (stereo not drawn) | 2.9 | 4 | -5 | 1.5 | 4 | 2 | 0 | 2.2 | -35 | -0.3 | -1
O=C(CCC(=O)N1CCN(Cc2ccc(F)cc2)CC1)Nc1nnc(C2CCCCC2)s1 | 2.6 | -3 | 4 | 1.2 | -1 | -8 | 6 | -0.3 | -14 | -0.4 | 2
O=C(Nc1ccc(-n2nncc2-c2ccco2)cc1)c1ccc(F)cc1 | 4.9 | -8 | -3 | 3.0 | -2 | 7 | 15 | 2.2 | 9 | 0.3 | 4
CCN(CC)CCOCCOC(=O)C1(c2ccccc2)CCCC1 | 5.3 | 24 | -4 | -0.8 | 1 | 5 | 2 | -1.1 | -5 | -1.5 | 1
COC(=O)c1cc(OC)c(OC)cc1NC(=O)c1ccc(OC)c(OC)c1 | 2.0 | 1 | -6 | 1.6 | -2 | -14 | 0 | -0.1 | -7 | -0.5 | -2
Cc1cc(C)n(-c2ncnc3ccccc23)n1 | 1.8 | -14 | 1 | 6.8 | -1 | -13 | -4 | -0.9 | -2 | 0.1 | 0
Cc1ccccc1NC(=O)CSc1ccsc1[N+](=O)[O-] | 3.8 | 3 | 8 | 9.5 | 0 | -9 | -5 | 0.9 | 10 | 3.2 | 0
Cc1cc[n+](CC(=O)c2ccc(NC(=O)c3ccccc3)cc2)cc1 | 0.0 | 0 | -8 | 3.6 | 0 | -11 | 4 | 0.3 | 1 | -0.8 | 3
COc1ccc(NC(=O)N(C)C[C@H]2Oc3ccc(NC(=O)C4CCCCC4)cc3C(=O)N([C@H](C)CO)C[C@@H]2C)cc1 | 4.1 | 19 | 1 | 0.8 | 2 | 1 | -21 | -0.4 | -3 | -0.8 | 0
COCCN(CCOC)S(=O)(=O)c1ccc(C(=O)Nc2ccc(S(=O)(=O)Nc3nccc(C)n3)cc2)cc1 | 3.6 | 13 | -2 | 1.0 | 2 | -2 | -9 | -3.0 | -6 | 1.5 | 1
COc1cccc(/C=C/C(=O)Nc2cccc(C(C)=O)c2)c1OC | 2.7 | 4 | -1 | 2.9 | 0 | 6 | -6 | 0.1 | -3 | 2.8 | 0
Cc1cc2c(cc1S(=O)(=O)N1CCN(c3ccccc3)CC1)OCCN2C | 2.1 | 2 | -8 | -0.2 | 13 | -10 | 29 | -2.5 | -40 | 0.8 | 2
CCOC(=O)CNS(=O)(=O)CCN1C(=O)c2ccccc2C1=O | 3.0 | 8 | -13 | 1.6 | -1 | 9 | 6 | -0.5 | 4 | -2.0 | -1
Cc1cc(/C=N/n2cnnc2)c(C)n1-c1ccc(OCc2ccc(Cl)cc2Cl)cc1 | x | 35 | 2 | 4.0 | 5 | -1 | 8 | 1.2 | -12 | 1.4 | 3
Cc1ccc(S(=O)(=O)N(CC(=O)Nc2ccccc2C(=O)O)c2ccccc2C)cc1 | 4.8 | -15 | 0 | 4.7 | 1 | 2 | 0 | -0.5 | -4 | 0.4 | 5
O=C(COC(=O)c1ccccn1)NCc1cccs1 | -1.2 | -3 | -6 | 0.5 | 1 | -1 | 7 | 1.0 | -4 | -0.2 | -2
O=C(NNS(=O)(=O)c1ccc(Cl)cc1)c1ccc(S(=O)(=O)N2CCCCC2)cc1 | 4.0 | -11 | 1 | 5.8 | 4 | -2 | -5 | -0.6 | -26 | -0.5 | 2
Cc1ccc(NC(=O)c2ncn(CCCN3CCN(c4ncccn4)CC3)n2)cc1C | 3.2 | x | 9 | x | 3 | 4 | -4 | -0.1 | -10 | x | 0
Cn1c(=O)cc(OCC(=O)NCc2ccccn2)c2ccccc21 | 4.5 | 12 | -5 | -0.2 | 10 | 0 | -7 | 0.6 | -28 | -1.1 | -1
CCCn1c(COc2ccc(C(=O)O)cc2)nc2ccccc21 | 1.3 | 1 | 2 | 3.3 | -2 | 10 | 2 | -0.7 | 7 | 0.3 | -1
COC(=O)c1ccc(NC(=S)NCCC2=CCCCC2)cc1 | 2.0 | -13 | -3 | 3.4 | 7 | -2 | 0 | 4.1 | -9 | 1.2 | -4
Cc1noc(C)c1COc1ccc(C(=O)OCC(=O)N2CC(=O)Nc3ccccc32)cc1 | 3.1 | 5 | -2 | 0.6 | 8 | -5 | 2 | -0.3 | -8 | -0.5 | 1
Cc1ccc(/C=C2\CC(C)CC3=C2NC(=S)NC3c2ccc(C)cc2)cc1 (stereo not drawn) | 4.3 | -3 | -8 | 1.9 | -2 | -3 | 0 | 0.4 | -11 | 2.3 | 0
COc1ccc(OCC(=O)N/N=C/c2ccc(O[C@@H]3O[C@H](CO)[C@@H](O)[C@H](O)[C@H]3O)cc2)cc1 | 4.0 | -13 | 1 | 1.6 | 2 | 4 | 4 | -1.6 | -21 | -0.2 | -1
Cc1c(CN2CCCC(CO)(Cc3cccc(Cl)c3)C2)cnn1C (stereo not drawn) | 2.4 | 6 | -7 | -1.3 | 2 | -6 | -10 | -0.2 | -4 | -2.2 | 1
CCOC(=O)c1[nH]c(COC(=O)C2CC(=O)N(Cc3ccccc3)C2)c(C(=O)OCC)c1C (stereo not drawn) | 1.3 | 0 | -11 | 1.6 | 0 | -2 | 7 | 0.1 | 5 | -0.3 | 0
Cc1cccc(N2CCN(S(=O)(=O)c3ccc4[nH]c(=O)ccc4c3)CC2)c1C | 3.6 | -20 | 8 | -3.8 | 2 | 12 | 4 | -0.1 | -13 | 1.6 | 3
Clc1ccc(C2=NN(c3ccccc3)C(c3ccco3)C2)cc1 (stereo not drawn) | 1.3 | 5 | -11 | 3.1 | 0 | -3 | 1 | -0.6 | -17 | 2.0 | -11
Cc1ccccc1-c1nc(CN2CCCC(C(=O)NCc3cccnc3)C2)c(C)o1 (stereo not drawn) | 1.0 | + | 0 | 0.5 | -8 | 5 | -3 | 1.6 | 20 | -0.1 | 0
CCS(=O)(=O)c1ccc2oc(SCC(=O)c3ccco3)nc2c1 | 2.0 | 76 | -7 | 2.4 | 6 | -13 | 8 | 2.1 | 17 | -1.0 | 1
CSc1ncnc2[nH]ncc12 | 2.7 | x | -8 | x | 0 | -2 | 14 | 1.1 | -2 | x | -1
CCN1c2ccccc2S(=O)(=O)c2ccccc21 | 1.4 | 10 | -3 | -3.0 | -10 | 2 | 2 | 0.7 | 34* | -0.8 | 1
COc1ccc2nc(NC(=O)CSc3nc(C)cc(C)n3)sc2c1 | 2.3 | 3 | -2 | 4.2 | -2 | -4 | 4 | -0.3 | -7 | 1.8 | -1
NC(=O)c1ccc(OCC(F)(F)C(F)(F)C(F)(F)C(F)(F)C(F)(F)C(F)F)cc1 | 4.0 | 143 | -10 | -1.3 | 9 | -9 | 5 | 3.2 | -11 | 1.4 | -3
COc1ccc(-n2nc3c(=O)[nH][nH]c3cc2=O)cc1 | 2.6 | -26 | 0 | -1.5 | 0 | 6 | -6 | -1.0 | -1 | -1.1 | 2
O=C(CN1CCCC1)Nc1sc2c(c1C(=O)Nc1ccc(Br)cc1)CCC2 | 3.4 | 58 | -4 | 0.4 | 1 | 3 | -11 | -0.1 | -18 | -0.9 | -3
CCCNC(=O)CN1C(=O)NC2(CCCc3cc(OC)ccc32)C1=O (stereo not drawn) | 4.5 | 6 | 2 | 0.7 | 6 | 4 | -3 | 0.3 | -43 | -0.7 | 0
CC(NC(=O)COC(=O)CCN1C(=O)C2CC=CCC2C1=O)c1ccc(Br)cc1 (stereo not drawn) | -3.0 | 4 | -6 | 1.5 | 7 | -14 | 7 | -5.1 | -19 | -1.6 | 0
COc1ccc(NC(=O)NN2CCN(C)CC2)cc1OC | 3.7 | 6 | 2 | 2.3 | -1 | 1 | -4 | 1.5 | 1 | 1.8 | -2
O=C(CNS(=O)(=O)c1ccccc1)OCC(=O)c1ccc(Br)cc1 | 0.6 | 116 | -1 | 2.6 | -2 | 9 | 0 | 0.2 | 5 | -1.6 | -2
O=c1[nH]c(C2CCCN(S(=O)(=O)c3ccccc3)C2)nc2c1nnn2Cc1ccccc1F (stereo not drawn) | -0.6 | -33 | -4 | 4.2 | 0 | 4 | -1 | -0.1 | 0 | -2.8 | 3
c1ccc(-c2nnc(OCc3cccnc3)c3ccccc23)cc1 | 3.2 | 16 | 1 | 2.5 | 1 | -3 | 2 | -1.2 | -9 | -1.7 | 1
Cc1ccc(S(=O)(=O)c2c(C)cc(C)nc2Cl)cc1 | 0.4 | 3 | -5 | 0.2 | 0 | 3 | -1 | -1.2 | 1 | -2.2 | -2
COc1ccc(N(S(=O)(=O)c2ccccc2)S(=O)(=O)c2ccccc2)c(N)c1 | -0.1 | -16 | -4 | 0.9 | 0 | 0 | -8 | 0.9 | -42 | 0.5 | -3
O=C(NC1CCCCC1)NC1CCN(S(=O)(=O)c2ccc3c(c2)OCCO3)CC1 | 2.0 | 65 | 1 | -1.6 | 1 | -2 | -3 | 1.5 | -8 | 1.2 | 0
New compounds follow
SMILES | phage Ecoli inh | Mot1-301 SUMO | PKA-R1A activ | AddAB inh | HTR5A ag | PKA-R2B act | Tat transport | CDK5 inh | HTR5A inv ctr | E coli growth | DAGLB inhibitor
Cc1ccc(NC(=O)c2ccco2)c(NC(=O)c2ccccc2C)c1 | 3.4 | -10 | -8 | -0.2 | 3 | 6 | 1 | 1.5 | -10 | -1.6 | -1
Cc1occc1-c1nnc(SCC(=O)c2ccc(F)cc2)o1 | 2.7 | 2 | 2 | 0.3 | -3 | 9 | -12 | -0.6 | 8 | 0.7 | -9
Cc1c(O)ccc2c(O)c(NC(=O)c3ccc4c(c3)CCC(C)(C)O4)c(=O)oc12 | 1.8 | -2 | 0 | 0.5 | 1 | 1 | -2 | 1.2 | -3 | 1.6 | 0
Cc1ccc(NC(=O)CN(C)C2CCCCC2)cc1Br | 4.5 | -13 | -5 | 2.1 | 5 | -8 | -4 | 0.9 | -1 | 3.8 | -3
O=C(NC(=S)Nc1nc(-c2cccc([N+](=O)[O-])c2)cs1)c1ccccc1Cl | 4.0 | -7 | x | 0.7 | x | x | -5 | 0.5 | x | 0.0 | x
